NCI-60 one-dose screen, 48 h, at 10 µM unless noted. Numbers give growth in % (100 = growth as untreated, 0 = no growth, -100 = all killed).
NCI-H322M = NCI-H322M lung cancer; AID 1794733; 2.7% of 80,000 active
OVCAR-4 = OVCAR-4 ovarian cancer cells | 3.7% of 80,000 active
NCI-H460 = NCI-H460 lung cancer | 6.8% of 82,000 active
NCI-H226 = NCI-H226 lung cancer. 3.5% of 79,000 active. AID 1794732
IGROV1 = IGROV1 ovarian cancer; 4.7% of 79,000 active; AID 1794786
NCI-H23 = NCI-H23 lung cancer | 4% of 80,000 active
NCI/ADR-RES = NCI/ADR-RES ovarian cells; 4.4% of 81,000 active
NCI-H522 = NCI-H522 lung cancer; 8% of 78,000 active
SK-OV-3 = SK-OV-3 ovarian cancer cells. 3.2% of 80,000 active. AID 1794785
* = called active by the depositor; . = not tested or not shown; & = joins results of further samples. The calls were made as follows: active = growth percent below 10; inactive = the rest.

SMILES	NCI-H322M	OVCAR-4	NCI-H460	NCI-H226	IGROV1	NCI-H23	NCI/ADR-RES	NCI-H522	SK-OV-3
Oc1c(Br)c(Br)c(O)c(Br)c1Br	105	69	120	113	115	92	102	-88*	156
CCCCCN1C=C/C(=C\C(=O)N(C)c2ccc(Cl)cc2)c2ccccc21	98	95	113	103	96	97	105	92	107
COc1ccc(-c2cc3nc(NC(C)=O)[nH]c(=O)c3s2)cc1	103	102	103	98	106	94	100	94	95
COc1ccc2[nH]c(O)c(N=NC(=O)COc3ccc(NC(=O)Nc4ccc(Cl)c(Cl)c4)cc3)c2c1	17	-93*	15	-76*	-4.7*	-80*	84	-90*	-12*
Cc1ccc(N(C(=O)C2CC2c2ccc(F)c(F)c2)C(C(=O)NCCN2CCOCC2)c2ccc(Cl)cc2)cc1 (stereo unspecified)	91	72	82	82	79	80	96	68	71
CC(=O)Nc1nc2c(s1)C1=CC[C@H]3[C@@H]4CC[C@H](C(C)=O)[C@@]4(C)CC[C@@H]3[C@@]1(C)CC2	77	81	64	95	99	81	82	91	60
COc1c2ccoc2cc2oc(C)c(-c3cc(-c4ccc(F)cc4)c(C#N)c(=O)[nH]3)c(=O)c12	91	89	100	84	96	88	89	79	89
Cc1ccsc1-c1ccc2c(c1)COC2(CCCN(C)C)c1ccc(F)cc1 (stereo unspecified)	69	54	10	93	27	71	72	55	79
N#C/C(=C\c1ccc(-c2ccc(F)cc2)o1)c1nc(-c2ccco2)cs1	93	19	91	84	60	94	107	98	103
COc1ccc(-c2cc(-c3ccc(Cl)cc3)c(C#N)c(=O)n2CCCCC(=O)Nc2ccccc2N)cc1	64	67	38	55	47	63	37	49	78
COc1nc(=O)n(C2CCCO2)cc1C (stereo unspecified)	141	116	116	112	131	107	105	124	114
N#CCCN=Nc1c(O)[nH]c2ccc([N+](=O)[O-])cc12	98	105	102	96	100	95	104	79	86
O=C(O)C(Cc1ccc(O)cc1)N1C(=O)c2ccccc2C1=O (stereo unspecified)	.	105	107	105	103	94	95	75	93
COc1ccc(C2=NN(C(C)=O)C(c3ccc(Cl)cc3)C2)cc1S(N)(=O)=O (stereo unspecified)	97	95	102	94	96	90	101	89	101
COc1ccc(C2=CN3CC=CC3CC2=O)cc1 (stereo unspecified)	108	99	106	98	104	98	103	85	102
C/C(CC/C(C)=N/NC(N)=O)=N/NC(N)=O	92	103	105	108	101	97	96	89	103
Cc1ccc(C(=O)CSc2n[nH]c(-c3ccncc3)n2)cc1	101	97	109	99	97	104	104	89	105
COc1ccc2cc(-c3nn(CC4CCN(C)CC4)c(N)c3C(N)=O)ccc2c1	90&106	94&105	97&109	75&97	89&102	91&94	101&108	91&88	106&91
O=C(c1ccc(O)cc1)C1[C@H](c2ccc(Cl)cc2)[C@@H](c2ccccc2)NC12C(=O)Nc1ccc(Cl)cc12 (stereo partly specified)	61	47	21	42	39	.	36	72	95
CCCCOC1CCS(=O)(=O)C1 (stereo unspecified)	99	97	105	100	106	104	112	100	99
CCN(CC)CCCC(C)NCCCNc1cccc2cccnc12 (stereo unspecified)	79	83	101	93	100	93	92	103	89
COC(=O)/C=C/c1cccc2c1C(=O)NC(C)(c1cc3ccccc3oc1=O)N2 (stereo unspecified)	94	70	44	63	32	.	80	62	42
CC1(c2cc3ccccc3oc2=O)NC(=O)c2c(/C=C/C(=O)OC3CC4CCC3(C)C4(C)C)cccc2N1 (stereo unspecified)	103	104	119	98	105	103	99	98	110
CC(C)(C)SC(C)(C)C	92	99	102	102	105	98	108	105	108
CCCC1(C2CCCC2)NC(=O)NC1=O (stereo unspecified)	103&93	105	105&113	107&104	115&108	105&107	103&112	95&111	101&106
COc1ccc(-c2n[nH]c(=O)c3c2sc2ncc(-c4ccc(C)cc4)n23)cc1	95	85	94	91	105	92	104	69	92
N=c1c(S(=O)(=O)c2ccccc2)cc2c(=O)n3ccccc3nc2n1Cc1cccnc1	89	104	105	97	99	102	102	90	103
O=C1Nc2c(sc3ccc(Cl)cc23)C(c2ccccc2O)N1 (stereo unspecified)	91	90	93	82	80	88	98	84	96
COc1ccc(-c2nnc3ccc(N/N=C/c4ccc(C)cc4)nn23)cc1	85	37	51	55	100	51	26	91	80
COc1ccc(NC(=O)Cn2cccc(NC(=O)OCc3ccccc3)c2=O)cc1	96	100	104	104	98	111	.	100	102
COc1cc(Br)c(-c2nc(-c3ccccc3)c(-c3ccccc3)n2CC(C)C)cc1OC	71	65	63	78	55	56	68	57	79
COc1ccc(-c2nc3ccc(C(=O)N=Nc4c(O)[nH]c5ccc(Br)cc45)cc3[nH]2)cc1	118	108	123	113	108	109	121	107	110
CC1=CC(C)(C)NC(=S)N1c1ccc2ccccc2c1	90	.	100	88	92	87	93	93	95
CC1([N+](=O)[O-])COC2(CCCCC2)OC1	120&119	118&110	115&103	96&98	133&105	109&113	118&103	97&104	116&117
Cc1nc2ccc(Cl)cn2c1-c1nnc(SCc2ccc(F)cc2)o1	89	66	94	76	63	83	88	96	.
O=C(Nc1ccc(I)cc1)c1cccc([N+](=O)[O-])c1O	21	19	17	20	30	-6.8*	9.6*	1.7*	-2.6*
Cn1c(=O)[nH]c(=O)c2[nH]c(-c3cc4ccccc4[nH]c3=O)nc21	104	119	99	95	68	112	120	.	91
CC(C)(C)CC(C)(O)C(C)(O)CC(C)(C)C (stereo unspecified)	103	94	105	103	110	101	104	99	101
COc1cc(Cl)ccc1C(=O)Nc1nc2ccccc2[nH]1	63	72	62	72	30	79	96	59	37
CN(C)c1ccc(C(=O)C(NCCO)c2ccccc2)cc1 (stereo unspecified)	94	96	107	87	97	100	105	86	99
COc1ccc(C2CCCCC2SCC(=O)O)cc1OC (stereo unspecified)	.	.	107	89	114	98	110	93	94
COc1ccc(C2C(C#N)=C(N)Oc3cc(O)ccc32)cc1 (stereo unspecified)	.	72	105	87	108	100	100	89	83
CCc1c(C(=O)N[C@@H](C(=O)OCc2ccccc2)C(C)O)[nH]c2ccc(Cl)cc12 (stereo partly specified)	75	-47*	14	22	46	80	68	77	59
CCN(CC)C(=O)c1ccc(O)c(OC)c1	103&110	126&91	113&111	110&95	123&98	108&94	116&104	109&52	107&110
COc1c(-c2cc(-c3ccc(C)o3)[nH]c(=O)n2)c(O)cc2occc12	91	72	44	67	58	69	30	36	82
Cc1ccccc1N1CCN(CC(O)CSc2ccccc2)CC1 (stereo unspecified)	98	116	96	92	109	91	89	92	121
c1ccc(Nc2cccn3nnnc23)cc1	114	96	103	100	.	99	104	83	101
O=C1Nc2ccc(Cl)cc2/C1=N/N=C/c1coc2ccc(F)cc2c1=O	95	93	104	107	87	91	94	91	.
CCOC(=O)c1ccc(N(CCC(=O)O)C(C)=O)cc1	92	.	111	102	103	111	109	95	114
CC(=O)O[C@H]1CC[C@@]2(C)[C@@H](CC[C@@H]3[C@@H]2CC(=O)[C@@]2(C)[C@H]3C[C@@H](C3CCCC3=O)[C@@H]2C(C)=O)C1 (stereo partly specified)	106	.	111	112	98	107	104	82	107
O=C(O)CNC1=C(Cl)C(=O)c2ccccc2C1=O	103	97	102	109	103	88	98	79	114
CN(C)CCCOc1ccc(NC2=C(Cl)C(=O)C(Nc3ccc(OCCCN(C)C)cc3)=C(Cl)C2=O)cc1	.	-99*	-66*	-84*	-68*	-72*	9.0*	-75*	24
CC(=O)c1c([Si](C)(C)C)c2cc(C#N)ccn2c1C(=O)c1ccc(Br)cc1	85	76	96	77	69	84	89	70	98
COC(=O)C1C(C)=Nc2c(N)ncnc2NC1c1ccc(Cl)cc1 (stereo unspecified)	103	95	97	91	105	92	98	113	88
CCN(c1cc(-c2ccc(CN3CCN(C(=O)CCCCCCCCCCC(=O)N[C@H](C(=O)N4C[C@H](O)C[C@@H]4C(=O)NCc4ccc(-c5scnc5C)cc4)C(C)(C)C)CC3)cc2)cc(C(=O)NCc2c(C)cc(C)[nH]c2=O)c1C)C1CCOCC1	92	33	68	58	66	68	92	75	75
O=C(NCCNC(=O)c1ccc(Cl)cc1Cl)c1ccc(Cl)cc1Cl	113	104	105	101	100	114	98	.	99
COc1cc(C2c3cc(OS(=O)(=O)c4ccc(C)cc4)c(OC)cc3CC3C(=O)OCC32)ccc1OS(=O)(=O)c1ccc(C)cc1 (stereo unspecified)	111&103	104&98	119&99	109&89	120&103	96&101	95&93	92&66	113&101
O=C(Nc1ccccc1)C(=S)N1CCOCC1	108	104	114	107	106	96	101	94	104
Cc1cc(-c2ccccc2)cc(SC#N)[n+]1[O-]	50	41	19	69	35	56	20	39	45
CCOC(=O)c1ccc(N2C(=O)CC(n3c(O)c(C=Nc4cccnc4)sc3=S)C2=O)cc1 (stereo unspecified)	106	113	109	103	109	106	106	96	.
Next section.
SMILES	NCI-H322M	OVCAR-4	NCI-H460	NCI-H226	IGROV1	NCI-H23	NCI/ADR-RES	NCI-H522	SK-OV-3
CCCCCCNC(=O)Oc1ccc(/C(=C(/C)c2ccc(Cl)cc2)c2ccc(OCCN3CCCC3)cc2)cc1	69	55	-57*	83	33	48	50	65	79
Cc1ccc(CC(CC(=O)O)C(=O)O)cc1 (stereo unspecified)	97	107	.	.	103	96	96	90	90
CC(=O)[C@H]1CCC2C3CC=C4C[C@@H](O)CC[C@]4(C)C3CC[C@@]21C (stereo partly specified)	110	95	99	99	106	97	87	95	102
O=C1/C(=C/c2ccccc2)CN(CCC(=O)N2C/C(=C\c3ccccc3)C(=O)/C(=C/c3ccccc3)C2)C/C1=C\c1ccccc1	90	68	85	85	71	85	76	54	51
Nc1ccc(S(N)(=O)=O)cc1	117&90	99&106	108&112	99&91	95&102	96&103	102	100&96	99&107
O=[N+]([O-])c1ccc(/C=C(/C2=NCCN2)n2cnc3ccccc32)cc1	99	94	102	83	105	91	103	92	97
COc1cccc(N2CCN(c3ncnc4cc[nH]c34)CC2)c1	94	69	67	55	85	43	.	51	87
CCOc1ccc2ccccc2c1	105	130	106	102	103	104	104	95	104
COc1cccc(-c2nc3sccn3c2-c2ccnc(NCCCNS(=O)(=O)c3cccc4ccccc34)c2)c1	90	74	71	69	71	79	62	77	101
COc1cc(/C=C/C(=O)N2c3ccccc3CC2C)c(OC)c2c1OCO2 (stereo unspecified)	101	97	98	.	105	91	81	81	122
CN1CCN(Cc2ccc(NC(=O)c3cncc(C#Cc4cnc5ccc(O[C@@H]6CCOC6)nn45)c3)cc2C(F)(F)F)CC1	-49*	-74*	-83*	-61*	-52*	-65*	-35*	-72*	-68*
FC(F)(F)c1ccc(Cn2cc(CSc3nc4ccccc4o3)nn2)cc1	89	102	108	104	96	97	98	93	93
O=C(O)c1ccccc1C(=O)Nc1ccccc1	103	115	100	100	101	102	97	102	100
COc1ccc(-c2cc(-c3cccnc3)nc(SCC(=O)Nc3ccccc3)c2C#N)cc1OC	104	118	104	99	118	94	100	99	.
O=c1c(Cc2ccc(F)cc2)cc(-c2ccccc2)nn1C/C(=N/O)c1ccccc1	70	41	37	57	47	49	35	43	75
Oc1ccc(CNC2CCCCC2)cc1	99	107	103	97	106	101	100	94	108
Cc1c(Cc2ccccc2)[n+](=O)c2ccccc2n1[O-]	99	105	107	94	101	103	106	101	108
O=C(CSc1nnnn1-c1ccccc1)c1cc2ccccc2oc1=O	102	99	101	85	112	92	95	79	81
Nc1nc2c(ncn2[C@@H]2O[C@H](C(=O)NO)[C@@H](O)[C@H]2O)c(=O)[nH]1	110	108	105	.	109	104	107	102	.
c1cc(CCCc2ccncc2)ccn1	102	108	104	105	109	100	104	94	114
CC12CCC3C4(C)COC(c5cccs5)OC4CCC3(C)C1CC(C1=CCOC1=O)O2 (stereo unspecified)	97	104	107	.	103	101	104	94	.
Oc1cc2ccccc2nc1-c1ccccc1Cl	97	84	89	100	.	84	94	56	103
O=C(c1cc(-c2ccccn2)nc2ccccc12)N1CCCCC1	106	97	100	98	.	99	108	97	106

Assay outcomes (PubChem)
